# Screening results as filed in PubChem.
# HADH2 inh = qHTS Assay for Inhibitors of HADH2 (Hydroxyacyl-Coenzyme A Dehydrogenase, Type II). 3.4% of 73,000 active. recombinant HADH2, NADH fluorescence, beta-hydroxybutyryl-CoA. AID 886, 2007. Potency, µM (series often up to 57.1 µM), for inactives: top-dose activity change, negative = inhibition, hits mostly inhibitors; note: potency is the fitted concentration of half-maximal effect; % is set by controls: 0 for no effect and ±100 for the full control effect; nearly all actives have a fitted effect of over 60% in size; many of its hits are not listed in these tables
#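 20 nM HADH2 + cpd, 15 min RT; add 1 mM NAD+/90 uM beta-hydroxybutyryl-CoA; kinetic fluorescence 360/450 nm, 4 min. Tris-HCl pH 9.0, 0.01% Tween-20.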
# Casp1 inh = qHTS Assay for Allosteric/Competitive Inhibitors of Caspase-1; P29466; Caspase-1 enzyme, Ac-WEHD-AFC fluorogenic rate; Potency, µM (highest dose often 57.5 µM), without a hit: at the highest dose activity change, negative = inhibition, hits mostly inhibitors; 0.03% of 75,000 active;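 note: potency is the fitted concentration of half-maximal effect; plate controls were vehicle for no effect and no substrate for full effect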
# Caspase-7 inhib = qHTS Assay for Allosteric/Competitive Inhibitors of Caspase-7; P55210; recombinant caspase-7, Ac-DEVD-AFC fluorescence rate; Potency, µM (titrated, usually from 57.5 µM), without a hit: top-dose activity change, negative = inhibition, most hits filed as inhibitors; 0.02% of 75,000 active; active = well fitted inhibition curve with a large enough effect in the main read-out, with a control signal flat, not every such curve was filed as active; inconclusive = small, poorly fitted or top-dose-only effect, or a change in a side signal; note: potency is the fitted concentration of half-maximal effect; % of control where 0% means no effect
# Target sequence (P55210 24-198 limits assumed): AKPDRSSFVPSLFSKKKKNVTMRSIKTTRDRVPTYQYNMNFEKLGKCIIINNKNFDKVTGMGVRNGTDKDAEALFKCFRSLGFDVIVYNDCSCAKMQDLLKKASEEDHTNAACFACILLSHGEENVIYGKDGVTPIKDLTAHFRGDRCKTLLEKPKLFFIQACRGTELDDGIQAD
# Target sequence (P55210 207-303 limits assumed): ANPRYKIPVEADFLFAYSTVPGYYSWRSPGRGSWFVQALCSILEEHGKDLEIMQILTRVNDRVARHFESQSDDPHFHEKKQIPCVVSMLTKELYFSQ
# ERK AVP inh = qHTS Assay for Inhibitors of the ERK Signaling Pathway using a Homogeneous Screening Assay; 0.99% of 72,000 active; HEK293-V1b, vasopressin-stimulated pERK AlphaScreen; Potency, µM (top dose mostly 57.5 µM), for inactives: at the highest dose activity, negative = inhibition, actives largely listed as inhibitors; note: potency is the fitted concentration of half-maximal effect; % is set by controls: 0 for no effect and ±100 for the full control effect; nearly all actives have a fitted effect of over 55% in size
#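 V1b-HEK293 cells; cpd 30 min 37C; 25 nM vasopressin 5 min; lyse 10 min; AlphaScreen beads 5 hr RT. Normalized to DMSO basal and 25 nM vasopressin; AC50 by Hill fit.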
# FLuc inh = qHTS Assay for Inhibitors of Firefly Luciferase. Luciferin 4-monooxygenase (Photinus pyralis), P08659. purified firefly luciferase, luminescence, 8 min. Potency, µM (doses to about 57.1 µM), for inactives: top-dose activity change, negative = inhibition, actives largely listed as inhibitors. 2.2% of 72,000 active. AID 411, 2009; note: potency is the fitted concentration of half-maximal effect; % is set by controls: 0 for no effect and ±100 for the full control effect; nearly all actives have a fitted effect of over 40% in size
#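 Substrate buffer containing 10 uM ATP (pH 7.2 imidazole, Mg2+, KCl, detergent, BSA) is dispensed, compound pinned in, then luciferase/luciferin detector mix added. After 8 min at ambient temperature, light output is measured.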
# TexasRed autofl = qHTS Assay for Spectroscopic Profiling in Texas Red Spectral Region. Compound fluorescence, Texas Red channel, 547/618 nm; active compounds read high. AID 587, 2007. 0.06% of 59,000 active. max dye-equivalent concentration, M; in the data active = max dye-equivalent concentration above about 10 nM; inconclusive = between about 1.1 nM and that limit
#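 Spectral interference profiling: each compound concentration's relative fluorescence, read with a 547 nm excitation and 618 nm emission filter pair, was normalized to a per-plate Texas Red standard curve.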
# Fluorescein fluor = qHTS Assay for Spectroscopic Profiling in Fluorescein Spectral Region | max fluorescein-equivalent concentration, M | 0.91% of 59,000 active | Compound autofluorescence, 480/540 nm, fluorescein-equivalent; active compounds read high | AID 593, 2007; in the data active = max fluorescein-equivalent concentration above about 10 nM; inconclusive = between about 1.1 nM and that limit
#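 First, buffer (100 mM Tris, pH 8.0) dispensed; second, compounds and fluorescein standards pinned in; third, 15 min room-temperature incubation; finally, imaging at ex 480 nm/em 540 nm. Fluorescence normalized against the six-point fluorescein curve.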
# USP2a inh = qHTS Assay for Inhibitors of Ubiquitin-specific Protease USP2a; Ubiquitin carboxyl-terminal hydrolase 2 (Homo sapiens), O75604; USP2a enzymatic assay, qHTS inhibition; Potency, µM (highest dose often 38.3 µM), inactives show at the top dose activity change, negative = inhibition, actives largely listed as inhibitors; 0.1% of 60,000 active; AID 927, 2007;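 note: potency is the fitted concentration of half-maximal effect; nearly all actives have a fitted effect of over 60% in size; plate controls were DMSO for no effect and NEM full inhibition control for full effect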
#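 USP2 core (20nM final) preincubated 30 min RT with compound, then Ub-PLA2 20nM and NBD C6-HPC 20uM final added; buffer 20mM Tris-HCl pH 8.0, 2mM CaCl2. Fluorescence Ex 460/Em 535 read at 0 and 2.5 h; normalized to NEM.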
# HEK293 cAMP cs = qHTS Assay for Agonists of the Thyroid Stimulating Hormone Receptor: Activators of Intracellular cAMP Concentrations in Parental HEK 293; parental HEK293 CNG cAMP sensor, membrane potential fluorescence; Potency, µM (titrated, usually from 57.1 µM), for inactives: at the top dose activation, hits mostly activators; 2.5% of 73,000 active; AID 938, 2007; note: potency is the fitted concentration of half-maximal effect; % of control where 0% means no effect; nearly all actives have a fitted effect of over 55% in size
#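 Counterscreen for endogenous-receptor signalling: CNG-channel HEK 293 cells report cAMP rise by membrane depolarization. After 60 min dye equilibration with 100 uM RO 20-1724, compounds incubated 30 min before bottom-read fluorescence at 590 nm.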
# Tau fil binding = qHTS Assay for Tau Filament Binding | recombinant tau filaments, thioflavin S fluorescence, 15 h; filaments grown with octadecylsulfate alongside compound | Potency, µM (top dose mostly 57.1 µM), inactives show top-dose activity change, negative = inhibition | 2% of 71,000 active | AID 596, 2007;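 note: potency is the fitted concentration of half-maximal effect; % is set by controls: 0 for no effect and ±100 for the full control effect; actives lower thioflavin S fluorescence by blocking filaments or displacing dye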
# Target sequence (P10636 whole entry, looked up): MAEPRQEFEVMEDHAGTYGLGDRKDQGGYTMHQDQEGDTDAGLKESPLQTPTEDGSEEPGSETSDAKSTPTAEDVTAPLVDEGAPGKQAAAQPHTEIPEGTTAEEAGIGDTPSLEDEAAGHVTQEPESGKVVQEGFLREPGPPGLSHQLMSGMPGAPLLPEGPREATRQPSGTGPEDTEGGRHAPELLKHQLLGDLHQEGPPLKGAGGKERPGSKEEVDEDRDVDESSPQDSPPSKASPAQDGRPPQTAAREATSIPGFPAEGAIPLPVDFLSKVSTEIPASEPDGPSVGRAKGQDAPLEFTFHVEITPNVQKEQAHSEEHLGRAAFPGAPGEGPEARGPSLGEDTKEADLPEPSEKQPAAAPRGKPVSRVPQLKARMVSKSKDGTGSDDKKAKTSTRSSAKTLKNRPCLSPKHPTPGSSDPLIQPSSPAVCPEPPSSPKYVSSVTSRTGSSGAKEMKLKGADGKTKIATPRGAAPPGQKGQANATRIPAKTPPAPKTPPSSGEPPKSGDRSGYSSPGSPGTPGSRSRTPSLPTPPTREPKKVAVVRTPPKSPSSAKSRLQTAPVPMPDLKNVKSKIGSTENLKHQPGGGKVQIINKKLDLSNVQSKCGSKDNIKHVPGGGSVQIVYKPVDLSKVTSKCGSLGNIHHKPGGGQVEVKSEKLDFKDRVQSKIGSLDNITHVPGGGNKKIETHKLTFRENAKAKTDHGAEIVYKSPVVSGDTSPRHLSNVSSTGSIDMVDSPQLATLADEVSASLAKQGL
#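 His-tagged recombinant human tau (exons 2, 3 and 10 included), 1 uM, was induced to fibrillize by 30 uM sodium octadecylsulfate with compound present. After 15 h at 37 C, thioflavine S fluorescence (ex 450, em 510 nm) was read.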
# Rhodamine fluor = qHTS Assay for Spectroscopic Profiling in Rhodamine Spectral Region; Rhodamine-region fluorescence, 547/598 nm, Tris buffer; active compounds read high; max dye-equivalent concentration, M; 0.05% of 59,000 active; in the data active = max dye-equivalent concentration above about 11 nM; inconclusive = between about 1.1 nM and that limit
#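 Compounds in 100 mM Tris buffer, pH 8.0, were incubated 15 min at room temperature, then read at 547 nm excitation and 598 nm emission. Fluorescence was normalized against a per-plate six-point rhodamine standard curve as dye-equivalent concentration.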
# * = called active by the depositor; i = inactive; ? = inconclusive; · = not tested or not shown; & = joins results of further samples; [ ] = another dose, or the depositor's remark. Unless noted, calls come from the whole dose curve; as a rule, active = well fitted curve in the direction sought with a large enough effect; inconclusive = small, poorly fitted or top-dose-only effect, or another doubt; inactive = no such curve, though single readings can be large; an effect the other way counts as inactive or inconclusive. These rows are one share of the data; the hit share may differ from the screen's.
molecule,HADH2 inh,Casp1 inh,Caspase-7 inhib,ERK AVP inh,FLuc inh,TexasRed autofl,Fluorescein fluor,USP2a inh,HEK293 cAMP cs,Tau fil binding,Rhodamine fluor
CCn1c(C2CC(=O)N(c3ccc(C)c(C)c3)C2)nc2ccccc21 (configuration not stated),13%,-4%,0%,·,-2%,·,·,·,6%,15%,·
CCCC[C@@H]1C[C@H]1C(NC(=O)Cc1ccccc1)c1ccc(Cl)cc1 (some centres not stated),-6%,0%,-2%,1%,·,·,·,·,?,-1%,·
CCc1nc(NCCCN2CCOCC2)c2oc3ccccc3c2n1,1%,-3%,2%,-7%,-4%,?,i,-2%,28%,-5%,i
CC12CN(Cc3ccccc3)CC(C)(CN(Cc3ccccc3)C1)C2=NO,2%,0%,-17%,8%,1%,·,·,-2%,?,79%,·
O=C(Nc1cccc(F)c1)N1CCCC2(CCN(C(=O)c3cc(C(F)(F)F)cc(C(F)(F)F)c3)CC2)C1,3%,-3%,1%,12%,3%[11.4 µM],i,i,93%[activator],13%,-16%,i
O=C(c1cnn2ccccc12)N(Cc1ccco1)C1CCCC1,0%,-3%,-1%,?,1%,·,·,·,15%,-4%,·
O=C(CSc1nnc(-c2ccccc2)n1C1CCCCC1)N1CCCC1,7%,-1%,0%,-11%,-3%,i,i,1%,-1%,6%,i
CCOC(=O)c1cnc2ccc(C(=O)OC)cc2c1NCCN1CCOCC1,8%,-2%,-2%,?,4%,·,·,8%,?,2%,·
C/C=C/OC(=O)NC(c1ccccc1)[C@@]1(C(=O)OC)CCCC1=O (some centres not stated),1%[11.4 µM],1%[11.5 µM],1%[11.5 µM],24%[11.5 µM],·,·,·,·,4%[11.4 µM],·,·
N#CC(C#N)=c1ccc2c(c1)N1C3=C(CCCC3)CC3CCCCC31N=2 (configuration not stated),15%,-1%,-4%,2.5µM*,-1%,i,i,1%,-87%[inhibitor],1.6µM*,i
Cc1ccc(CNC(=O)C2CCN(S(=O)(=O)c3c(C)noc3C)CC2)cc1,4%,-3%,1%,26%,1%,i,i,8%,12%,0%,i
COCC(=O)N1CCC2(CC1)CN(c1ccccn1)C2,19%,-3%,1%,1%,0%[11.4 µM],i,i,0%,16µM*,-2%,i

# Some values from above:
# HEK293 cAMP cs result of CCc1nc(NCCCN2CCOCC2)c2oc3ccccc3c2n1 = 28%
# FLuc inh result of CCn1c(C2CC(=O)N(c3ccc(C)c(C)c3)C2)nc2ccccc21 (configuration not stated) = -2%

# Some of the entries so far, with values under each structure:
# The line under a structure holds: HADH2 inh | Casp1 inh | Caspase-7 inhib | ERK AVP inh | FLuc inh | TexasRed autofl | Fluorescein fluor | USP2a inh | HEK293 cAMP cs | Tau fil binding | Rhodamine fluor
> CC12CN(Cc3ccccc3)CC(C)(CN(Cc3ccccc3)C1)C2=NO
    2% | 0% | -17% | 8% | 1% | · | · | -2% | ? | 79% | ·
> O=C(Nc1cccc(F)c1)N1CCCC2(CCN(C(=O)c3cc(C(F)(F)F)cc(C(F)(F)F)c3)CC2)C1
    3% | -3% | 1% | 12% | 3%[11.4 µM] | i | i | 93%[activator] | 13% | -16% | i
> O=C(c1cnn2ccccc12)N(Cc1ccco1)C1CCCC1
    0% | -3% | -1% | ? | 1% | · | · | · | 15% | -4% | ·
> O=C(CSc1nnc(-c2ccccc2)n1C1CCCCC1)N1CCCC1
    7% | -1% | 0% | -11% | -3% | i | i | 1% | -1% | 6% | i

# Other records follow.
molecule,HADH2 inh,Casp1 inh,Caspase-7 inhib,ERK AVP inh,FLuc inh,TexasRed autofl,Fluorescein fluor,USP2a inh,HEK293 cAMP cs,Tau fil binding,Rhodamine fluor
Cc1ccc(-c2nnn(CC(=O)N(CCO)C(C(=O)NC(C)(C)C)c3ccncc3)n2)cc1 (configuration not stated),7%,-2%,-1%,1%,-3%,i,i,10%,10%,-8%,i
N#CCSc1nnc2ccc3ccccc3n12,3%,2%,0%,5%,0%,i,i,2%,-2%,-2%,i
COc1ccc(Cl)cc1C(=O)Nc1ccccc1N1CCN(C(=O)C(C)C)CC1,1%,-4%,-5%,-23%,-2%,i,i,12%,16%,-12%,i
O=C(Cn1c(=O)oc2ccccc21)N1CCN(c2ccc(N3CCOCC3)nn2)CC1,?,?,?,5%,1%,·,·,·,-6%,2%,·
CC1(C(=O)NC2CCCC2)CCC(=O)N1Cc1ccc2c(c1)OCO2 (configuration not stated),4%,0%,0%,-11%,2%,i,i,2%,3%,2%,i
CC1=C(C(=O)OCc2ccc3c(c2)OCO3)C(c2ccc(Cl)cc2)NC(=O)N1 (configuration not stated),6%,-2%,-4%,2%,1%,·,·,8%,18%,8%,·
O=C(Nc1ccc2c(c1)nc1n2CCCCC1)c1cc(S(=O)(=O)N2CCOCC2)ccc1Cl,0%,0%,7%,?,-12%,?,?,10%,15%,8%,i
Cc1cccc(OCCC(=O)OCC(=O)N2CCc3ccccc32)c1,-3%,-2%,-3%,40%[activator],1%,i,i,3%,21%,0%,i
COc1ccc(-c2cc3nc(C4CCN(C(=O)OC(C)(C)C)CC4)c(C(=O)O)cn3n2)cc1,2%,-9%,-3%,-3%,-1%,?,i,11%,-4%,-4%,i
CC(C)c1ccc2c(c1)C(=O)NC(C)(C)C2,?,0%,-2%,-27%,-5%,·,·,·,10%,-11%,·
Nc1nc(CSc2nc3ccccc3s2)nc(N2CCCCC2)n1,4%,-1%,-5%,-1%,-4%,i,?,32%[activator],?,60%,i
C=C(C)COc1ccc2c(C)c(C)c(=O)oc2c1OCC(=C)C,-26%,0%,-3%,15%,3%,i,?,3%,?,27%,i
c1ccc(CNc2ncnc3c2cnn3-c2ccccc2)cc1,?,-1%,0%,15%,-5%,i,i,2%,?,40%,i
O=C(NC1c2ccccc2-c2ccccc21)N1CCCCC1,7%[11.4 µM],-1%,2%,-11%,0%,·,·,9%[7.66 µM],3.2µM*,12%[11.4 µM],·
O=C(CSc1nnc(-c2ccccc2O)o1)Oc1ccc(OCc2ccccc2)cc1,0%,-2%,-1%,40%[activator],-1%,i,i,-1%,-17%,31%,i
Cc1cc(N2CCOCC2)nc(SCC(=O)c2ccccc2)n1,-14%,-1%,-2%,13%,-7%,i,i,12%,16%,2%,i
O=C(c1ccco1)N1CCN(C(c2ccccc2F)c2nnnn2CC2CCCO2)CC1 (configuration not stated),6%,0%,-2%,-4%,1%,i,i,0%,8%,12%,i
Cc1oc(-c2ccccc2)nc1CS(=O)CC(=O)N1CCc2ccccc2C1 (configuration not stated),-3%,-3%,-6%,-7%,-3%,·,·,·,11%,30%,·
CCOc1ncccc1C(=O)Nc1cccc(C(=O)Nc2cccc(S(=O)(=O)CCO)c2)c1,-7%,0%,1%,-7%,-7%,?,i,25%,17%,12%,i
N=C(N)SCCN,12%&8%,3%&2%&0%,0%&1%&0%,0%&-3%&22%,1%&-5%,i,?,-23%&0%,0%,?,i
COC(=O)c1[nH]c2cccc(C)c2c1NC(=O)CN1CCN(c2ccccc2OC)CC1,-5%,-2%,-2%,-12%,5%,i,i,22%,1%,-2%,i
CCCN1C(=O)/C(=C2\SC(N3CCCCC3)=NC2=O)c2ccccc21,-2%,-1%,0%,?,16µM*,i,?,12%,-25%,4%,i
CC(CCc1ccc(O)cc1)N(C)CCc1ccccc1 (configuration not stated),-1%[11.4 µM],0%,2%,-6%,-6%,·,·,-1%[7.66 µM],13%[11.4 µM],0%[11.4 µM],·
CC(C)CCNC(=O)c1cccc(Cl)c1,-2%,0%,-1%,-5%,0%,i,i,5%,10%,-8%,i
CCOC(=O)N1CCN(C(=O)CC(C(=O)N2CCc3ccccc32)n2ccnc2)CC1 (configuration not stated),4%,2%,2%,6%,4%,i,i,8%,4%,-13%,i
CCCC(=O)Nc1cc(C)c(NC(=O)C23CC4CC(CC(C4)C2)C3)cn1,4%,-1%,-4%,-15%,1%,i,i,11%,-1%,10%,i
COC(=O)Cc1cc(=O)n(-c2nc3ccccc3s2)[nH]1,-18%,-1%,-3%,-21%,-12%,i,i,29%,-40%[inhibitor],?,i
